MrgX1 antagonist: antagonists of human MrgX1 receptor, primary screen, HEK293 cells, Fluo-4 calcium flux; B-score at 10 µM; BAM8-22 antagonism; active compounds read low; Mas-related G-protein coupled receptor member X1 (Homo sapiens), Q96LB2; actives 1.3% (n = 310,000);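 active = calcium-response B-score plate-corrected more than 3 library SD below zero, starting fluorescence within 5 deviations, no agonist response on first addition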;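 also: peak minus trough fluorescence over baseline after final BAM8-22 challenge near maximal dose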
Target sequence (Q96LB2 whole entry, looked up): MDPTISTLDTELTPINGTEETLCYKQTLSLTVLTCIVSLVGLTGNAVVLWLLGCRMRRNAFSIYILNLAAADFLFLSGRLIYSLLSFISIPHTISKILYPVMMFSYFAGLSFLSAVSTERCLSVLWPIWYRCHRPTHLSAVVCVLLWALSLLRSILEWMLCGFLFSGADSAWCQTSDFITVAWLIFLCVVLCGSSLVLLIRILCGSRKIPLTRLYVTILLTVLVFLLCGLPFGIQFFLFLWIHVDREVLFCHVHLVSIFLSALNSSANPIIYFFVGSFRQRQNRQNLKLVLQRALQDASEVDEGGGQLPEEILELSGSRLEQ
HIF act: HIF pathway transcriptional activators, primary screen, cell-based, U2OS HRE-luciferase, luminescence | U2OS HRE-luciferase reporter; normalized: DMSO 0%, desferrioxamine 100% | activation, % at 7.5 µM (by protocol) | actives 0.32% (n = 300,000);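 active = mean activation of at least 10% of the iron chelator positive control signal, with at least half of replicates also reaching 10%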
TRPC4 PAM: positive allosteric modulators of TRPC4, primary screen, cell-based, mouse TRPC4beta, HEK293 mu-opioid, Fluo-4 calcium; Short transient receptor potential channel 4 (Mus musculus), Q9QUQ5; DAMGO EC20, Fluo-4 Ca2+ flux; active compounds read high; B-score at 10 µM; actives 0.42% (n = 310,000); AID 2227, 2009;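 active = B-score of calcium response area above 5 SD of library B-scores, with initial fluorescence ratio within 5 SD of library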;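 also: B-score of integrated fluorescence ratio over time as area under calcium response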
PolyA inhibitor: polyadenylation inhibitors in yeast reporter cells, primary screen, luminescence, S. cerevisiae | S. cerevisiae SKY197-pL101 polyadenylation reporter, beta-gal luminescence; efflux-impaired pdr1/pdr3 knockout yeast; score 100 = 6 SD above DMSO | calls only at 12 µM | actives 0.02% (n = 300,000) | AID 1875, 2009;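 active = lowest replicate activity score at least 50, where 100 means six control SD above control mean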;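 also: yeast exposed to compound for 9 h at 30 °C; higher score means more reporter readthrough which indicates perturbed polyadenylation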
TRPC6 activator: mouse TRPC6 channel activators, primary screen, cell-based, HEK293, membrane potential dye. Short transient receptor potential channel 6 (Mus musculus), Q61143. HEK293-TRPC6 membrane potential dye fluorescence; active compounds read high. B-score at 10 µM. actives 0.13% (n = 310,000);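 active = B-score of the integrated fluorescence ratio above library mean plus 3 SD, and starting fluorescence ratio within library mean plus 5 SD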;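 also: higher score means more depolarization so channel activation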
TRPC4 block: inhibitors of mouse TRPC4 channel, primary screen, Fluo4 calcium, HEK293 TRPC4beta/mu-opioid cells. DAMGO-evoked Fluo4 calcium flux; active compounds read low. actives 0.39% (n = 300,000). Short transient receptor potential channel 4 (Mus musculus), Q9QUQ5. B-score at 10 µM;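 active = B-score over 3 SD under the library average, no early fluorescence shift, positive overall ratio signal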
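Test system – stable TRPC4beta/mu-opioid receptor HEK293 cells · Probe or stimulus – DAMGO, a submaximal dose followed by a maximal one · Dosing – one concentration per compound · Signal – Fluo4 calcium fluorescence by kinetic imaging, 5 s 1 Hz baseline · Evaluation – per-well B score of integrated baseline-normalized Fluo4 ratio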
TRPC6 inh: mouse TRPC6 channel inhibitors, primary screen, cell-based, HEK293, membrane potential dye. Short transient receptor potential channel 6 (Mus musculus), Q61143. ACh-evoked depolarization; active compounds read low. B-score at 10 µM. actives 1.1% (n = 310,000);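 active = B-score under library mean minus 3 SD, initial fluorescence not abnormally high, positive integrated signal ratio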;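 also: B-score derived from integrated fluorescence ratio over the kinetic read; more negative B-score means stronger inhibition of depolarization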
MrgX1 ag: agonists of human MrgX1 receptor, primary screen, HEK293 cells, Fluo-4 calcium flux; B-score at 10 µM; AID 588627, 2011; Fluo-4 calcium fluorescence, agonist mode; active compounds read high; actives 0.44% (n = 310,000);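 active = calcium response B-score plate-corrected fluorescence ratio at least 3 library SD, with starting fluorescence B-score inside 5 SD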
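Material – MrgX1-expressing HEK293 cells · Input – 15,000 cells seeded per well · Dosing – compound as first of three additions · Times – overnight seeding, then 1 h dark dye loading · Measured by – kinetic Fluo-4 NW fluorescence of intracellular calcium · Read-out – B-scored fluorescence response ratio · Benchmarks – positive and negative control wells on each plate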
TRPC4 act: activators of mouse TRPC4 channel, primary screen, Fluo4 calcium, HEK293 TRPC4beta/mu-opioid cells. Short transient receptor potential channel 4 (Mus musculus), Q9QUQ5. Fluo4 calcium fluorescence; active compounds read high. B-score at 10 µM. actives 0.49% (n = 310,000). AID 2237, 2010;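 active = B-score above 5 SD of library B-scores, and initial fluorescence ratio not above library mean plus 5 SD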;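 also: positive B-score marks a calcium rise read as TRPC4 activation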
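Material: TRPC4beta and mu-opioid receptor HEK293 stable cells | Incubation: 45 min room-temperature Fluo4 loading, 110 s read | Detection: Kinetic Fluo4 calcium fluorescence | Measure: Integrated baseline-normalised fluorescence ratio, converted to per-well B score | Benchmarks: Low control buffer alone, high control maximal DAMGO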
MrgX1 allo act: positive allosteric modulators of MrgX1, primary screen, HEK293 cells, Fluo-4 calcium flux | Mas-related G-protein coupled receptor member X1 (Homo sapiens), Q96LB2 | B-score at 10 µM | FDSS; active compounds read high | actives 0.63% (n = 310,000);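 active = plate-corrected calcium response at least 3 library SD above typical, normal starting fluorescence, not activating the receptor alone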;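 also: compound read alongside a low EC10 to EC30 dose of BAM8-22 agonist; peak minus trough fluorescence over baseline measured at the second addition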
AI-2 QS modul: Vibrio harveyi AI-2 quorum sensing modulators, primary screen, JMH597 strain, luminescence/OD600 ratio. AID 2094, 2009. actives 0.4% (n = 300,000). activity change, % at 7.5 µM. Vibrio harveyi JMH597 AI-2 luminescence/OD600 ratio, 9 h; active compounds read low; strain lacks LuxN and CqsS sensors; 0 = neutral-control median; in the data active = activity change below about -75%, passing the limit was not always enough;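 also: luminescence divided by OD600 gain over 9 h not by final OD600 alone; inactives centre near 13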
* = called active by the depositor. This is a subset; the hit share may differ from the screen's.

For O=C(CSc1oc(-c2ccco2)nc1S(=O)(=O)c1ccc(Cl)cc1)NCC1CCCO1 (stereo not drawn) the results were MrgX1 antagonist inactive, HIF act 1.0, TRPC4 PAM inactive, PolyA inhibitor inactive, TRPC6 activator inactive, TRPC4 block inactive, TRPC6 inh inactive, MrgX1 ag inactive, TRPC4 act inactive, MrgX1 allo act inactive and AI-2 QS modul -1.1.
`COc1cc(CNC(=O)c2cccc(COc3ccc(Cl)cc3)c2)cc(OC)c1` gave MrgX1 antagonist inactive, HIF act 0.9, TRPC4 PAM inactive, PolyA inhibitor inactive, TRPC6 activator inactive, TRPC4 block inactive, TRPC6 inh inactive, MrgX1 ag inactive, TRPC4 act inactive, MrgX1 allo act inactive and AI-2 QS modul 21.8.
Screening CC(=O)Nc1ccc(S(=O)(=O)NCCC(=O)OCc2ccc([N+](=O)[O-])cc2)cc1 returned MrgX1 antagonist inactive, HIF act -0.9, TRPC4 PAM inactive, PolyA inhibitor inactive, TRPC6 activator inactive, TRPC4 block inactive, TRPC6 inh inactive, MrgX1 ag inactive, TRPC4 act inactive, MrgX1 allo act inactive and AI-2 QS modul -39.7.
`CCCCCCCNC(=O)C1(CC2CC(c3cccc(Br)c3)=NO2)CCN(C(=O)C2CCCC2)CC1` (stereo not drawn) gave MrgX1 antagonist inactive, HIF act -0.7, TRPC4 PAM inactive, TRPC6 activator inactive, TRPC4 block inactive, TRPC6 inh inactive, MrgX1 ag inactive, TRPC4 act inactive, MrgX1 allo act inactive and AI-2 QS modul -0.9.
`CCOC(=O)C1=C(c2cccc(Oc3ccccc3)c2)NC(=S)NC1C` (stereo not drawn) gave MrgX1 antagonist inactive, HIF act -0.3, PolyA inhibitor inactive, MrgX1 ag inactive, MrgX1 allo act inactive and AI-2 QS modul -20.1.
`CC(=O)c1ccc(NC(=O)Nc2ccc(Cl)cc2)cc1` gave MrgX1 antagonist inactive, HIF act 2.1, TRPC4 PAM inactive, PolyA inhibitor inactive, TRPC6 activator inactive, TRPC4 block inactive, TRPC6 inh inactive, MrgX1 ag inactive, TRPC4 act inactive, MrgX1 allo act inactive and AI-2 QS modul 6.5.
For CCC(C)NC(=O)C1CCN(S(=O)(=O)c2cc([N+](=O)[O-])ccc2Cl)CC1 (stereo not drawn) the results were MrgX1 antagonist inactive, HIF act -0.1, TRPC4 PAM inactive, PolyA inhibitor inactive, TRPC6 activator inactive, TRPC4 block inactive, TRPC6 inh inactive, MrgX1 ag inactive, TRPC4 act inactive, MrgX1 allo act inactive and AI-2 QS modul 29.3.
`Cc1ccc(-c2csc3nc(C)n(N)c(=O)c23)cc1` gave MrgX1 antagonist inactive, HIF act -0.6, TRPC4 PAM inactive, PolyA inhibitor inactive, TRPC6 activator inactive, TRPC4 block inactive, TRPC6 inh inactive, MrgX1 ag inactive, TRPC4 act inactive, MrgX1 allo act inactive and AI-2 QS modul 8.6.
`CN(C)CC(C)(C)CNC(=O)CC1C(=O)NCCN1Cc1ccc(-c2ccccc2)cc1` (stereo not drawn) gave MrgX1 antagonist inactive, HIF act 0.2, TRPC4 PAM inactive, PolyA inhibitor inactive, TRPC6 activator inactive, TRPC4 block inactive, TRPC6 inh inactive, MrgX1 ag inactive, TRPC4 act inactive, MrgX1 allo act inactive and AI-2 QS modul 2.1.
`C/C(=N\NC(=O)C(O)c1ccccc1)c1ccc(Br)s1` (stereo not drawn) gave MrgX1 antagonist inactive, HIF act -2.3, TRPC4 PAM inactive, PolyA inhibitor inactive, TRPC6 activator inactive, TRPC4 block inactive, TRPC6 inh inactive, MrgX1 ag inactive, TRPC4 act inactive, MrgX1 allo act inactive and AI-2 QS modul 17.0.
For COc1ccc(N2CCN(C(=O)CCNC(=O)Cn3ccc4ccccc4c3=O)CC2)cc1 the results were MrgX1 antagonist inactive, HIF act 0.0, TRPC4 PAM inactive, PolyA inhibitor inactive, TRPC6 activator inactive, TRPC4 block inactive, TRPC6 inh inactive, MrgX1 ag inactive, TRPC4 act inactive, MrgX1 allo act inactive and AI-2 QS modul 10.4.
For CCOc1ccccc1NC(=S)N(Cc1cc2ccc(C)cc2[nH]c1=O)CC1CCCN1CC (stereo not drawn) the results were MrgX1 antagonist inactive, HIF act 1.3, TRPC4 PAM inactive, PolyA inhibitor inactive, TRPC6 activator inactive, TRPC4 block inactive, TRPC6 inh inactive, MrgX1 ag inactive, TRPC4 act inactive, MrgX1 allo act inactive and AI-2 QS modul 3.9.
For Cc1nc2ccccc2n1CC(=O)N/N=C/c1cccnc1 the results were MrgX1 antagonist inactive, HIF act -0.2, TRPC4 PAM inactive, PolyA inhibitor inactive, TRPC6 activator inactive, TRPC4 block inactive, TRPC6 inh inactive, MrgX1 ag inactive, TRPC4 act inactive, MrgX1 allo act inactive and AI-2 QS modul 2.7.
For CC(OC(=O)CCCOc1ccccc1)C(=O)Nc1ccc(Cl)cn1 (stereo not drawn) the results were MrgX1 antagonist inactive, HIF act -0.2, TRPC4 PAM inactive, PolyA inhibitor inactive, TRPC6 activator inactive, TRPC4 block inactive, TRPC6 inh inactive, MrgX1 ag inactive, TRPC4 act inactive, MrgX1 allo act inactive and AI-2 QS modul 38.8.
For Cc1nnc(C)c2c(C)n(Cc3ccc4c(c3)OCO4)c(C)c12 the results were MrgX1 antagonist inactive, HIF act -0.5, TRPC4 PAM inactive, PolyA inhibitor inactive, TRPC6 activator inactive, TRPC4 block inactive, TRPC6 inh inactive, MrgX1 ag inactive, TRPC4 act inactive, MrgX1 allo act inactive and AI-2 QS modul 25.7.
Cc1[nH]nc(Sc2ccccn2)c1[N+](=O)[O-] was read as MrgX1 antagonist inactive, HIF act 0.4, TRPC4 PAM inactive, PolyA inhibitor inactive, TRPC6 activator inactive, TRPC4 block inactive, TRPC6 inh inactive, MrgX1 ag inactive, TRPC4 act inactive, MrgX1 allo act inactive and AI-2 QS modul 17.6.
`COc1cc(-c2nnc(SCC3(c4ccc(Br)cc4)OCCO3)o2)cc(OC)c1OC` gave MrgX1 antagonist inactive, HIF act 0.2, TRPC4 PAM inactive, PolyA inhibitor inactive, TRPC6 activator inactive, TRPC4 block inactive, TRPC6 inh inactive, MrgX1 ag inactive, TRPC4 act inactive, MrgX1 allo act inactive and AI-2 QS modul 8.7.
For COc1cc(/C=C/c2[nH]c(=O)[nH]c(=O)c2[N+](=O)[O-])ccc1OCCC(C)C the results were MrgX1 antagonist inactive, HIF act -0.2, TRPC4 PAM inactive, PolyA inhibitor inactive, TRPC6 activator inactive, TRPC4 block inactive, TRPC6 inh inactive, MrgX1 ag inactive, TRPC4 act inactive, MrgX1 allo act inactive and AI-2 QS modul 21.3.
For CCC1(CC)C(=O)N(C)C(=O)NC1=NCc1ccccc1 the results were MrgX1 antagonist inactive, HIF act 0.0, TRPC4 PAM inactive, PolyA inhibitor inactive, TRPC6 activator inactive, TRPC4 block inactive, TRPC6 inh inactive, MrgX1 ag inactive, TRPC4 act inactive, MrgX1 allo act inactive and AI-2 QS modul 18.2.
`CCOC(=O)C1=C(C)C(c2ccc(OC)cc2)NC(=S)N1` (stereo not drawn) gave MrgX1 antagonist inactive, HIF act -0.1, TRPC4 PAM inactive, PolyA inhibitor inactive, TRPC6 activator inactive, TRPC4 block inactive, TRPC6 inh inactive, MrgX1 ag inactive, TRPC4 act inactive, MrgX1 allo act inactive and AI-2 QS modul -19.5.
O=C(NC(=S)Nc1ccc(CN2CCOCC2)cc1)c1ccc2c(c1)OCCO2 was read as MrgX1 antagonist inactive, HIF act 2.3, TRPC4 PAM inactive, PolyA inhibitor inactive, TRPC6 activator inactive, TRPC4 block inactive, TRPC6 inh inactive, MrgX1 ag inactive, TRPC4 act inactive, MrgX1 allo act inactive and AI-2 QS modul 13.9.
`CC(=O)C1=C(O)C(=O)N(c2ccc(Br)cc2)C1c1ccccc1[N+](=O)[O-]` (stereo not drawn) gave MrgX1 antagonist inactive, HIF act -0.1, TRPC4 PAM inactive, PolyA inhibitor inactive, TRPC6 activator inactive, TRPC4 block inactive, TRPC6 inh inactive, MrgX1 ag inactive, TRPC4 act inactive, MrgX1 allo act inactive and AI-2 QS modul 24.1.
COc1cc(S(=O)(=O)n2cnc(C)c2)ccc1Cl was read as MrgX1 antagonist inactive, HIF act 0.7, TRPC4 PAM inactive, PolyA inhibitor inactive, TRPC6 activator inactive, TRPC4 block inactive, TRPC6 inh inactive, MrgX1 ag inactive, TRPC4 act inactive, MrgX1 allo act inactive and AI-2 QS modul 0.2.
COCc1nc(-c2cc(Br)ccc2OC)no1 was read as MrgX1 antagonist inactive, HIF act -0.1, TRPC4 PAM inactive, PolyA inhibitor inactive, TRPC6 activator inactive, TRPC4 block inactive, TRPC6 inh inactive, MrgX1 ag inactive, TRPC4 act inactive, MrgX1 allo act inactive and AI-2 QS modul 37.3.
Screening O=C(/C=C/c1cn(-c2ccccc2)nc1-c1cccc(Cl)c1)N1CCN(c2ccccn2)CC1 returned MrgX1 antagonist inactive, HIF act 1.2, TRPC4 PAM inactive, PolyA inhibitor inactive, TRPC6 activator inactive, TRPC4 block inactive, TRPC6 inh inactive, MrgX1 ag inactive, TRPC4 act inactive, MrgX1 allo act inactive and AI-2 QS modul -8.9.
